PolyA inh: inhibitors of polyadenylation in S. cerevisiae | actives 0.02% (n = 300,000) | calls only at 12 µM | AID 1875 | S. cerevisiae SKY197-pL101 polyadenylation reporter, beta-gal luminescence; efflux-impaired pdr1/pdr3 knockout yeast; score 100 = 6 SD above DMSO;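 active = lowest replicate activity score at least 50, where 100 means six control SD above control mean; inconclusive = lowest score under 50 but half or more replicates reach 50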;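 also: yeast exposed to compound for 9 h at 30 °C; higher score means more reporter readthrough which indicates perturbed polyadenylation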
GSK3B inh: blocks human GSK3beta kinase activity. P49841. GST-GSK3beta kinase, ADP-Glo luminescence, 60 min; stronger effect = lower value. activity score (negative = inhibition), % at 10 µM. actives 0.038% (n = 300,000);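 active = more than half of replicate wells score below -50%, meaning over 50% inhibition versus plate controls; inconclusive = some replicates but at most half score below -50%; inactive = no replicate scores below -50%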;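 also: 0% = median DMSO wells and -100% = median GW8510 positive control wells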
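Test system: GST-tagged human GSK3beta kinase, cell-free; evaluation: activity score scaled between in-plate DMSO and GW8510 controls; measured by: ADP-Glo luminescence; incubation: 60 min reaction, RT; benchmarks: DMSO and 20 µM GW8510; reagent: peptide substrate plus 25 µM ATP (final); medium: Tris/MgCl2 kinase buffer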
Dyrk1A ADPGlo: blocks rat Dyrk1A kinase activity | AID 504441 | inhibition, % at 12.5 µM | Q63470 | actives 0.43% (n = 310,000) | ADP-Glo luminescence, NFATc1 peptide; in the data active = inhibition above about 50%;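 also: plate controls were vehicle with enzyme for no effect and no enzyme for full effect; many of its hits are not listed in these tables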
hERG rescue: compounds protecting human hERG from proarrhythmic drug block | Q12809 | CHO-hERG, FluxOR thallium flux, dofetilide IC70 present | activation (rescue from dofetilide block), less the hit threshold, % at 10 µM | actives 0.51% (n = 310,000);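 active = activation above the mean of controls blocked by dofetilide plus 5 SD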;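 also: thallium influx through hERG after potassium depolarization seen as dye fluorescence rise; in these data hits start at about 4.7%; inactives centre near -7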
KCNK3 block: human KCNK3 channel inhibition, primary screen; CHO-KCNK3 thallium flux, FluxOR fluorescence; stronger effect = lower value; actives 0.84% (n = 340,000); B-score at 10 µM; AID 602410; O14649;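 active = B-score under library mean minus 4 SD, starting fluorescence ratio at most library mean plus 5 SD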;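 also: more negative B-score means stronger inhibition of thallium flux through KCNK3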
Target sequence (O14649 whole entry, looked up): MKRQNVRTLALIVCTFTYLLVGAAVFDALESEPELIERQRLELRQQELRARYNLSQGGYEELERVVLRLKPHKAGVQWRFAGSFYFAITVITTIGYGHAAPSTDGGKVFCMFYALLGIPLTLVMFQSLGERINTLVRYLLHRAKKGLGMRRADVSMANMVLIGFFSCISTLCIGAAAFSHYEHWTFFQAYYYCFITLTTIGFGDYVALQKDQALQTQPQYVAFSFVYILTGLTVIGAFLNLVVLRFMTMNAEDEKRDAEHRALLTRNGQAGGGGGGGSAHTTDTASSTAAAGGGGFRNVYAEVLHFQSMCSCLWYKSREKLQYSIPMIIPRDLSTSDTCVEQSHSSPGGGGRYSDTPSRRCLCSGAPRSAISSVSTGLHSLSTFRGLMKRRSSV
KCNQ1 inh: blocks the human KCNQ1 potassium channel; P51787; CHO-K1 KCNQ1, FluxOR thallium flux fluorescence; stronger effect = higher value; B-score at 10 µM; actives 1.3% (n = 310,000); AID 2642;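 active = compounds whose thallium flux B-score, printed positive for inhibition, exceeds three library SD while starting fluorescence stays within three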;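 also: channel opened by potassium depolarization with thallium stimulus after 20 min compound exposure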
KCNQ1 pot: potentiators or activators of human KCNQ1 potassium channel; CHO-K1 KCNQ1, thallium flux FluxOR fluorescence; stronger effect = higher value; B-score at 10 µM; actives 0.35% (n = 310,000); AID 2648;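 active = fluorescence ratio B-score, a plate-corrected score, at least three library SD, with initial intensity B-score within 5 SD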
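Assay system: stable KCNQ1 CHO-K1 line; medium: assay buffer, equal DMSO in all wells; timing: 90 min dye loading and 20 min compound exposure, both at room temperature; technique: kinetic FluxOR thallium fluorescence, 10-s 1-Hz baseline, 110-s post-stimulus read; read-out basis: B score of baseline-normalized fluorescence ratio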
RGS4 act: RGS4 potentiation or activation | HEK293 M3R/inducible RGS4, carbachol calcium flux Fluo4; stronger effect = lower value | B-score at 10 µM | actives 0.92% (n = 310,000) | AID 463111;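 active = B-score of the integrated calcium signal more than 4 SD below the library mean, with starting fluorescence not abnormally high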;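 also: negative B-score means reduced calcium response which marks RGS4 activation or potentiation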
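Material: M3R-expressing HEK293 line, RGS4 induced by doxycycline | Schedule: Overnight RGS4 induction, 30 min dye load 37 °C, 20 min compound RT | Measured by: Fluo4 fluorescence kinetic imaging of calcium | Read-out: Integrated calcium ratio converted to B score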
HDAC3 inh: blocks human histone deacetylase 3. O15379. recombinant HDAC3, fluorogenic peptide/trypsin coupled, fluorescence. inhibition, % at 8.3 µM. actives 0.15% (n = 320,000); in the data active = inhibition above about 26%, passing the limit was not always enough; inconclusive = no clear call, values can overlap the other calls
GSK3 alpha inh: human GSK-3 alpha kinase inhibition | ADP-Glo luminescence, 60 min | P49840 | inhibition, % at 10 µM | actives 0.1% (n = 320,000);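 in the data active = inhibition above about 50%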;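 also: GST-tagged GSK-3 alpha with peptide substrate and 25 µM ATP; 0% = DMSO neutral wells and 100% = GW8510 positive control wells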
Target sequence (P49840 whole entry, looked up): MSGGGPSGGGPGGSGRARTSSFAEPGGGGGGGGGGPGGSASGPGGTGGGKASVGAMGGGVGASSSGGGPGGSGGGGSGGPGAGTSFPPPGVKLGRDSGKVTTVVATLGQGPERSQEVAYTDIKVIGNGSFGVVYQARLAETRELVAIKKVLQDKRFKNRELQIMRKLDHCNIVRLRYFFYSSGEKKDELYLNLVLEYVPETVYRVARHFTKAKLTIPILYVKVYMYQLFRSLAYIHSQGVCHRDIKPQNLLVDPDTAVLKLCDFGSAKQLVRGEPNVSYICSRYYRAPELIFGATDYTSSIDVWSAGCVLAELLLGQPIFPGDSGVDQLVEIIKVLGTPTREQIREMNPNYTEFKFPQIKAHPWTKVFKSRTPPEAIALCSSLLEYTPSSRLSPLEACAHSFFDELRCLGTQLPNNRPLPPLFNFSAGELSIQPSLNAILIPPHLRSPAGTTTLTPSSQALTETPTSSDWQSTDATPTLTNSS
KCNK9 block: inhibitors of human KCNK9 two-pore domain potassium channel | actives 1.2% (n = 310,000) | HEK293 KCNK9, FluxOR thallium flux fluorescence; stronger effect = lower value | B-score at 10 µM | Q9NPC2;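 active = ratio B-score over 3 SD below the library mean, with starting fluorescence within 5 SD of its mean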;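 also: negative B-score means less thallium flux so channel inhibition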
* = called active by the depositor; i = inactive; ? = inconclusive; . = not tested or not shown. These rows are one share of the data; the hit share may differ from the screen's.

canonical_smiles	PolyA inh	GSK3B inh	Dyrk1A ADPGlo	hERG rescue	KCNK3 block	KCNQ1 inh	KCNQ1 pot	RGS4 act	HDAC3 inh	GSK3 alpha inh	KCNK9 block
N#C/C(=C/c1ccc(Oc2ccc([N+](=O)[O-])cn2)cc1)C(=O)N1CCOCC1	i	-1	2	-1	i	i	i	i	9	-6	i
CC1CCN(Cc2nnnn2CCCC(=O)NCCc2cnn(C)c2)CC1	i	-2	-4	-6	i	i	i	i	-3	3	i
O=C(CSc1ncnc2c1nnn2Cc1ccccc1)NC1CCCC1	i	2	-3	-16	i	i	i	i	9	1	i
Cc1ccc(CN2C(=O)CCC2C(=O)NCCN2CCN(c3cccc(Cl)c3)CC2)cc1 (stereo unspecified)	i	0	2	-7	i	i	i	i	.	2	i
COc1cccc(Cn2c(=O)sc3ccccc3c2=O)c1	i	2	2	-5	i	i	i	i	3	0	i
CNC(=O)COC(=O)c1ccccc1Nc1ccccc1	i	3	.	2	i	i	i	i	7	-3	i
O=C(NCc1ccco1)C1Cc2cc(Cl)ccc2O1 (stereo unspecified)	i	1	2	-1	i	i	i	i	-6	-1	i
Cc1cccc(N=C2C(=O)Nc3c(Cl)cccc32)c1	i	1	1	-8	i	i	i	i	-6	0	i
CCOC(=O)c1sc2nc[nH]c(=O)c2c1C	i	-4	12	-8	i	i	i	i	-6	7	i
O=C(Nc1cccnc1)C1=NN(C2CCS(=O)(=O)C2)C(=O)CC1 (stereo unspecified)	i	2	-3	-3	i	i	i	i	1	-2	i
CCN1CCN(CCCNC(=O)c2ccc(NC(=O)C3=C(C)OCCS3)cc2)CC1	i	0	.	-9	i	i	i	i	?	-1	i
NC(=O)c1nsc(C(=O)N(c2cccc(F)c2)C(C(=O)NCc2ccccc2)c2ccc(O)cc2)c1N (stereo unspecified)	i	-2	-1	-9	i	i	i	i	11	-1	i
CN(CCc1ccccn1)C(=O)c1ccc(OC(F)(F)F)cc1	i	4	-4	-8	i	i	i	i	6	0	i
COc1ccccc1Nc1ncc(C(C)=O)c(C)n1	i	-1	-2	0	i	i	i	i	6	-2	i
O=C(Nc1ccc(Br)cc1)N1CCCCCC1	i	3	-4	-12	i	i	i	i	9	1	i
COc1ccc(/C=C2\COc3ccccc3C2=O)c(OC)c1	i	-4	-1	-12	-9.6*	i	i	i	5	-3	i
Cc1cc(Cl)c(S(=O)(=O)Nc2ccc(S(=O)(=O)N3CCOCC3)cc2)cc1OCC(N)=O	i	2	5	-8	i	i	i	i	1	1	i
COc1ccc(Cc2nnc(N/N=C/c3ccc(Br)cc3)[nH]c2=O)cc1OC	i	0	3	-9	i	i	i	i	-3	-1	i
COc1cccc(Nc2nc(-c3sc(N)nc3C)cs2)c1	i	-3	19	-28	i	i	i	i	2	3	i
O=Cc1ccc(OC2OCCOC2Oc2ccc(C=O)cc2)cc1 (stereo unspecified)	i	-1	0	-5	i	i	i	i	-1	-2	i
Cc1ccc(-c2nc3ncccc3o2)cc1NC(=O)c1cc2ccccc2o1	i	-2	5	-5	i	i	i	i	0	-2	i
COc1ccccc1NS(=O)(=O)c1ccc(C)c(NC(=O)NC2CCCCC2)c1	i	2	-9	-10	i	i	i	i	4	-2	i
O=C(COC(=O)c1ccccc1Oc1ccccc1)NC1CC1	i	-5	2	-6	i	i	i	i	-1	-2	i
Cc1c(NS(=O)(=O)c2cccs2)cccc1-c1nc2cccnc2s1	i	-1	-3	-12	i	i	i	i	3	-1	i
O=C(NCc1ccccc1)C1=C[C@@H](C2CCCCC2)C[C@@H](OCc2ccc(CO)cc2)O1	i	-2	16	-10	i	i	i	i	15	1	i
CCOC(=O)CC(NC(=O)CCc1c(C)nc2ncnn2c1C)c1ccc(OC(C)C)cc1 (stereo unspecified)	i	0	-5	-9	i	i	i	i	-5	-2	i
CCOC(=O)C1CSC(CC(=O)Nc2ccc(OC(F)(F)F)cc2)C(=O)N1 (stereo unspecified)	i	2	1	-8	i	i	i	i	8	-1	i
CCN(c1ccccc1)S(=O)(=O)c1ccc(NC(=O)C(C)(C)C)cc1	i	-2	5	-8	i	i	i	i	.	.	i
CC(C)(Oc1ccc(Cl)cc1)C(=O)OCc1nc2ccsc2c(=O)[nH]1	i	1	-1	-13	i	i	i	i	4	-1	i
CC(C)(C)C(=O)c1cn(CC(=O)NCc2ccc3c(c2)OCO3)c2ccccc12	i	1	-6	-7	i	i	i	i	0	0	i
COc1ccc(CN2C(=O)c3ccccc3C2=O)cc1C(=O)O	i	0	-6	-3	i	i	i	i	-2	-3	i
CC(=O)c1ccccc1OCc1ccc(C(=O)c2ccccc2)cc1	i	-2	-6	-6	-16*	9*	i	i	3	-2	-6.6*
Cc1nnc(SCCn2c(N3CCCCCC3)nc3c2c(=O)[nH]c(=O)n3C)s1	i	1	3	-5	i	i	i	i	0	-1	i
Cc1ccc(OCC(=O)OC2CCCN(C)C2)cc1 (stereo unspecified)	i	1	2	-7	i	i	i	i	2	-4	i
CCC(c1nnnn1CCOC)N(Cc1ccc(C)cc1)Cc1cc2cc(OC)ccc2[nH]c1=O (stereo unspecified)	i	-5	-2	-7	i	i	i	i	2	-1	i
COc1ccc(-c2cn[nH]c2-c2ccc(OCc3ccc(F)cc3)cc2O)cc1OC	i	-1	-8	-10	i	i	i	i	.	-5	i
CCOC(=O)C1CCN(Cc2c(O)ccc3ccccc23)CC1	i	-5	20	-11	i	i	i	i	1	-2	i
O=C(Cn1c(CO)nc2ccccc21)NC1CCCCCC1	i	1	0	-15	i	i	i	i	7	-3	i
C/C(=C\c1ccccc1)C(=O)N1CCN(Cc2ccc3c(c2)OCO3)CC1	i	1	-4	-14	i	i	i	i	1	-1	i
Cc1cc(F)ccc1S(=O)(=O)Nc1ncnc2sc3c(c12)CCC3	i	4	-6	-7	i	i	i	i	-4	-2	i
CN(c1ccc(C(=O)NC2CCCCC2)cc1)S(=O)(=O)c1ccccc1	i	1	-2	-6	i	i	i	i	4	0	i
O=C(OCC(=O)c1ccc(Cl)s1)c1cnccn1	i	1	5	-12	i	i	i	i	-1	-1	i
CCCOc1ccc(N2C(=O)CC(N(Cc3ccco3)C(=O)CC)C2=O)cc1 (stereo unspecified)	i	3	-6	-5	i	i	i	i	3	-4	i
CCN(CC)c1ccc(C=C(c2nnnn2-c2ccccc2)c2nnnn2-c2ccccc2)cc1	i	-1	-4	-1	i	i	i	i	4	-1	i
CCCCN(C)C(=O)c1nc2ccccn2c1CN1CCN(c2cnccn2)CC1	i	1	-6	-13	i	i	i	i	2	-1	i
CC(=O)N1CCN(C(=O)/C(C#N)=C/c2ccc3c(c2)OCO3)CC1	i	3	-4	-8	i	i	i	i	4	1	i
Cc1c(Cc2ccccc2)c(=O)n2c([nH]c3ccccc32)c1C#N	i	3	12	-10	i	i	i	i	-3	-2	i
CN(C)S(=O)(=O)N1CCN(c2cccc(Cl)c2)CC1	i	-1	-5	-15	i	i	i	i	-1	0	i
CCOCCCn1c(C)nc2c(c1=O)c1nc3ccccc3nc1n2-c1ccc(C)cc1	i	0	-2	-5	i	i	i	i	-7	0	i
CC(=O)Nc1ccc(/C(C)=N/NC(=O)c2ccc(COc3ccccc3Cl)o2)cc1	i	-1	10	-5	i	i	i	i	1	1	i
Cc1cc(SCc2ccc(F)cc2)nc(=O)[nH]1	i	-1	-2	-6	i	i	i	i	1	1	i
COc1ccc(NC(=O)C(=O)NNC(=O)COc2ccc(OC)cc2)cc1	.	1	-2	7.8*	i	i	i	i	1	0	i
Cc1ccc(NC(=O)NCc2ccccn2)cc1Cl	i	-1	5	-4	i	i	i	i	-20	0	i
CC(=O)N(C)c1ccc(NC(=O)Nc2ccc(C)cc2)cc1	i	-2	4	-32	i	i	i	i	-3	-1	i
O=C(Nc1ccccc1Cl)c1cccs1	i	3	-4	-7	i	i	i	i	-1	1	i
CC(C)Cc1cc(C(=O)NCCN2CCOCC2)no1	i	1	-4	-14	i	i	i	i	-7	-2	i
CC(C)(C)C1CCc2c(C(=O)N/N=C/c3cccs3)csc2C1 (stereo unspecified)	i	2	0	-8	i	i	i	i	0	13	i
O=C(COC(=O)C12CC3CC(CC(C3)C1)C2)Nc1ccc2[nH]c(=O)[nH]c2c1	i	0	-14	-8	i	i	i	i	1	-3	i
COc1ccc(NC(=O)OC(CN2CCCCC2)C(F)(F)F)cc1 (stereo unspecified)	i	3	2	-6	i	i	i	i	-5	2	i
O=C(c1cc2cc(Br)cc(Br)c2oc1=O)N1CCCC1	i	2	-1	-5	i	i	i	i	-3	-4	i

More structures follow.
canonical_smiles	PolyA inh	GSK3B inh	Dyrk1A ADPGlo	hERG rescue	KCNK3 block	KCNQ1 inh	KCNQ1 pot	RGS4 act	HDAC3 inh	GSK3 alpha inh	KCNK9 block
Cc1c(-c2ccccc2)[n+](=O)c(-c2ccc(Cl)cc2)c(C)n1[O-]	i	0	-2	-12	i	i	i	i	1	-1	i
Cc1nc2oc(C(=O)c3ccccc3)c(N)c2c2c1COC(C)(C)C2	i	1	3	-5	i	i	i	i	-3	-2	i
NC(=O)c1c(/N=C/c2cccnc2)sc2c1CCCC2	i	-4	.	-9	i	i	i	i	-16	3	i
NC(=O)c1ccccc1NC(=O)CN1CCN(Cc2ccc(Cl)cc2Cl)CC1	i	3	-2	-11	i	i	i	i	8	-1	i
CCOC(=O)c1c(C)nc(C)c(C(=O)OCC)c1-c1ccc(Br)cc1	i	2	2	-9	i	i	i	i	3	1	i
COc1ccc2cc(-c3ccccc3)c(=O)oc2c1	i	2	-1	-1	i	i	i	i	-24	-4	i
CS(=O)(=O)N(CC(=O)N1CCc2ccccc2C1)c1cccc(F)c1	i	.	-3	11*	i	i	i	i	-4	-1	i
CCN(CC)C(=O)c1ccc(C(=O)c2ccccc2)cc1	i	1	3	-5	i	i	i	i	0	-1	i

Screening data: PubChem BioAssay, several laboratories
